AMPAR-TARP mod = modulates AMPAR-stargazin complexes | HEK293 GluA2+stargazin, membrane potential dye (FDSS), glutamate EC50; hits were called plate by plate, in both directions | AID 1259245 | O88602+P19491 | 3.5% of 40,000 active | calls only at 30 µM;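 active means any of four per-well response measures lying three or more SD from its plate-wide compound average, in either direction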
Target sequence (O88602 whole entry, looked up): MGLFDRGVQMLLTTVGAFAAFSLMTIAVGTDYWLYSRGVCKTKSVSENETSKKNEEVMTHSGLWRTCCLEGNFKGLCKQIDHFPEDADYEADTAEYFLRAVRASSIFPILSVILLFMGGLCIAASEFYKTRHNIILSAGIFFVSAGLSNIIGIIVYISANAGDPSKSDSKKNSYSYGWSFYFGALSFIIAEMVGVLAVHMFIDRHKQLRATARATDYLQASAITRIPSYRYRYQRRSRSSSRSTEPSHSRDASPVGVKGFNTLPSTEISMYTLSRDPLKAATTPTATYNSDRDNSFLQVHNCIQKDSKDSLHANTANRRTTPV
Target sequence (P19491 whole entry, looked up): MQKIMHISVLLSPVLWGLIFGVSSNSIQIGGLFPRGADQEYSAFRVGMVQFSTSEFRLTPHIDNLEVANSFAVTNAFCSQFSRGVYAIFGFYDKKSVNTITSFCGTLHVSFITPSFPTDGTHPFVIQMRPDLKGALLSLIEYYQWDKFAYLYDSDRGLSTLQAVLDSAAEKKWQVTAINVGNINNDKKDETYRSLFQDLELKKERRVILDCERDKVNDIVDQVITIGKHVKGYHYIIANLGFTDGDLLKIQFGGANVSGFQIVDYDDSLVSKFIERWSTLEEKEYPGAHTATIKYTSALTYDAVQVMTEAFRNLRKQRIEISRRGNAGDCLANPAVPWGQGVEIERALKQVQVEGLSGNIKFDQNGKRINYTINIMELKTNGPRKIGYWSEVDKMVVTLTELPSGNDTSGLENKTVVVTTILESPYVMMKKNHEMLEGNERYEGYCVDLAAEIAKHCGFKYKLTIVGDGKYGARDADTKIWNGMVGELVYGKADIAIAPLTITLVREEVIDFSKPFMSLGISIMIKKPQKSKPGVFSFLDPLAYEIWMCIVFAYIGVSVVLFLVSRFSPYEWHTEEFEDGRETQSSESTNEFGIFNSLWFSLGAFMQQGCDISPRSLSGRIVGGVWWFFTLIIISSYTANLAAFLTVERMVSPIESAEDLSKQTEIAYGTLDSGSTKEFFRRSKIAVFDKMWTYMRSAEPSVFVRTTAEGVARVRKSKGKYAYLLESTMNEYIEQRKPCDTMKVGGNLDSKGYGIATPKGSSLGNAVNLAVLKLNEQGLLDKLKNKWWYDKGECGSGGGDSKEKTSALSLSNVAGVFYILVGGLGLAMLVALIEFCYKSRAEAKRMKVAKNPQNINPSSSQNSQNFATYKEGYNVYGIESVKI
AMPAR-TARP mod agonism max-min = further read-out of AMPAR-TARP mod, marked with its call; compound max-min signal; compound-alone response (agonism);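 unitless range of fluorescence divided by baseline over first 100 seconds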
AMPAR-TARP mod glutamate slope = recorded beside AMPAR-TARP mod, whose call it bears; glutamate slope, % of max; measured here: glutamate response slope, % max;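 scaled per plate between vehicle wells and maximal 1 mM glutamate control wells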
* = called active by the depositor; i = inactive; + = active, no number; & = joins results of further samples.

AMPAR-TARP mod glutamate slope,AMPAR-TARP mod,AMPAR-TARP mod agonism max-min,SMILES
63,i,0.088,CSc1ccccc1C(=O)Nc1cc(C(=O)N2CCCC2)cn(C)c1=O
110,i,0.11,Cc1ccccc1-c1ccc(=O)n(CC(=O)Nc2ccc3c(c2)OCCO3)n1
50,i,0.088,COc1ccc([N+](=O)[O-])cc1NC(=O)CCCS(=O)(=O)c1ccc(C)cc1
62,i,0.095,O=C(c1ccc(S(=O)(=O)N2CCCCC2)cc1)N1CCN(c2ccccc2)CC1
58,i,0.069,CSCCC(C)(O)CNC(=O)c1ccc2c(c1)OCO2 (centres undefined)
51,i,0.072,Brc1ccc(Cn2c(CN3CCCC3)nc3ccccc32)cc1
55,i,0.093,Cc1nn(C2CCS(=O)(=O)C2)c2nc(-c3ccccc3)cc(C(=O)NCc3ccccc3)c12 (centres undefined)
48,i,0.051,CCCCN1CC(c2nc3ccccc3n2Cc2ccc(Cl)cc2)CC1=O (centres undefined)
51,i,0.093,CC1CCN(c2ccc(N3CCN(S(=O)(=O)c4cc(F)ccc4F)CC3)nn2)CC1
41,i,0.085,COc1ccc(Cl)cc1S(=O)(=O)NCCCn1ccnc1

Next section; it opens with the four that closed the last part.
AMPAR-TARP mod glutamate slope,AMPAR-TARP mod,AMPAR-TARP mod agonism max-min,SMILES
55,i,0.093,Cc1nn(C2CCS(=O)(=O)C2)c2nc(-c3ccccc3)cc(C(=O)NCc3ccccc3)c12 (centres undefined)
48,i,0.051,CCCCN1CC(c2nc3ccccc3n2Cc2ccc(Cl)cc2)CC1=O (centres undefined)
51,i,0.093,CC1CCN(c2ccc(N3CCN(S(=O)(=O)c4cc(F)ccc4F)CC3)nn2)CC1
41,i,0.085,COc1ccc(Cl)cc1S(=O)(=O)NCCCn1ccnc1
63,i,0.1,COc1ccc(C2NC(=O)NC(C)=C2C(=O)OC(C)C)cc1OC (centres undefined)
59,i,0.1,CCOc1ccc(-n2nnc3c(N4CCN(C(=O)c5cccc(OC)c5)CC4)ncnc32)cc1
56,i,0.09,COc1ccc(NC(=O)CC(C)n2nc(C)cc2C)cc1 (centres undefined)
55,i,0.084,CC(=O)N1CCc2ccc(NS(=O)(=O)c3cccs3)cc21
39,i,0.044,Cc1ccc(C(=O)NC(C(=O)N2CCN(C)CC2)C23CC4CC(CC(C4)C2)C3)cc1 (centres undefined)
52,i,0.084,OC(COCCC12CC3CC(CC(C3)C1)C2)CN1CCN(c2cccc(C(F)(F)F)c2)CC1 (centres undefined)
62,i,0.13,Cc1ccc(-c2c[nH]n3c(=O)cc(C)nc23)cc1
55,i,0.063,Cc1nnsc1C(=O)N(CC1CCCO1)c1nc2c(F)cccc2s1 (centres undefined)
50,i,0.089,CN1CCN(NC(=O)C(=O)NCc2ccc(F)cc2)CC1
82,i,0.083,CN(C)C(CNC(=O)C(=O)NC1CCCC1)c1cccs1 (centres undefined)
61,i,0.16,Cc1c(NC(=S)NC(=O)C(C)(C)C)c(=O)n(-c2ccccc2)n1C
43,i,0.07,CCOc1ccc(CC(=O)NCC2CC(=O)N(c3ccc(Cl)cc3)C2)cc1 (centres undefined)
37,i,0.037,CCN(CC)CCNc1nc2ccccc2[nH]1
50,i,0.12,Cc1cc(NCCN2CCOCC2)n2nc(C)c(-c3ccccc3Cl)c2n1
53,i,0.054,NC(=O)c1ccc(NC(=O)C(=O)NCCc2ccc(S(N)(=O)=O)cc2)cc1
67,i,0.09,CCCc1nnsc1C(=O)N1CCC(c2nnc(-c3ccco3)s2)CC1
55,i,0.14,COc1ccc(S(=O)(=O)N2CCC(C(=O)Nc3ccc4c(c3)C(=O)NC4=O)CC2)cc1
61,i,0.095,O=C(Nn1cnc2c(cnn2-c2cccc(Cl)c2)c1=O)c1ccc2ccccc2c1
81*,+,0.1*,CCOc1cccc2sc(N(Cc3ccccn3)C(=O)c3nn(C)cc3C)nc12
66,i,0.093,CCCCCCOC(=O)C1=C(C)NC(=O)NC1c1ccccc1OCC (centres undefined)
49,i,0.084,CSc1nn(CC(=O)Nc2ccc(F)c(F)c2)c(N)c1S(C)(=O)=O
47,i,0.14,O=C(c1csc(Nc2ccc(OC(F)F)cc2)n1)N1CCN(Cc2ccccc2)CC1
73,i,0.11,O=C(NCC(c1cccc2ccccc12)N1CCOCC1)C(=O)Nc1ccc(OC(F)(F)F)cc1 (centres undefined)
71,i,0.066,O=C(Nc1c2c(nn1-c1ccc(Cl)cc1)CSC2)C(=O)N1CCCC1
39,i,0.11,COc1ccc(-c2nc(CCNS(=O)(=O)c3cc(F)ccc3F)cs2)cc1
68,i,0.11,CCOC(=O)Cc1csc(NC(=O)c2ccc(=O)n(Cc3cccc(F)c3)n2)n1
33,i,0.027,COc1cc(C(=O)Nn2cnc3c(cnn3C(C)(C)C)c2=O)cc(OC)c1OC
46,i,0.12,Cc1ccsc1C(O)CNC(=O)CCc1ccccc1 (centres undefined)
57,i,0.052,CC(C)C(=O)N1CCCc2ccc(NC(=O)C(=O)NC3CCCC3)cc21
41,i,0.058,O=C(NCCS(=O)(=O)N1CCN(Cc2ccccc2)CC1)c1cccs1
62,i,0.083,CC(C(=O)Nc1ccc(S(N)(=O)=O)cc1)N1C(=O)c2ccccc2S1(=O)=O (centres undefined)
56,i,0.1,COCCOC(=O)c1c(C)oc2ccc(OC(=O)c3ccc([N+](=O)[O-])o3)cc12
49,i,0.073,COc1ccc(CNC(=O)CCC2=NS(=O)(=O)c3ccccc3N2)cc1OC
65,i,0.14,Cn1c(CSc2nc(N)cc(N)n2)nnc1SCC(=O)NCc1ccccc1
59,i,0.1,N#Cc1ccccc1NC(=O)c1ccc(=O)n(Cc2ccc(Cl)cc2)c1
54,i,0.13,Cc1cc(C)nc(NC2=NCC(=O)N2c2ccc(F)c(Cl)c2)n1
58,i,0.13,COc1ccc(NC(=O)c2nnn(-c3ccc(F)cc3)c2N)c(OC)c1
74,i,0.086,CNC(=O)C(=O)NCCC1CCCCN1S(=O)(=O)c1ccc(F)c(C)c1 (centres undefined)
89,i,0.032,O=C(c1ccc(Cl)c(S(=O)(=O)N2CCCCC2)c1)N1CCN(c2ccccc2F)CC1
91,i,0.17,Cc1cc(NC(=O)C(=O)NCC(c2ccccc2)N(C)C)c2ccccc2n1 (centres undefined)
51,i,0.11,O=C(CS(=O)(=O)Cc1ccccc1)Nc1nc(-c2ccc(Cl)cc2)cs1
64*,+,0.036*,CC1Cc2cc(-c3cc(CC(=O)NC4CCCC4)no3)ccc2O1 (centres undefined)
30,i,0.061,NC(=O)c1ccccc1NC(=O)Cc1cc(-c2ccc3c(c2)OCO3)on1
62*,+,0.05*,O=C(COc1ccc(C(=O)c2ccccc2)cc1)NCCn1nc(-c2ccc(Cl)cc2)ccc1=O
57,i,0.068,COc1ccc(N2CCCn3c2nc2c3c(=O)n(Cc3ccccc3F)c(=O)n2C)c(OC)c1
45,i,0.047,CC(=O)Nc1ccc(NC(=O)Cn2nc(-c3ccc4c(c3)OCO4)ccc2=O)cc1
34,i,0.07,O=C(Nc1ccc(I)cc1C(=O)NCc1ccc(Cl)cc1)c1cccnc1
51,i,0.056,Cc1ccc(C(=O)Oc2c(S(=O)(=O)c3ccc(C)cc3)c(C)nn2C(C)(C)C)cc1
42,i,0.034,COCCOCC1CCNCC1
94*,+,0.13*,CCCCN1CC(c2nc3ccccc3n2Cc2cccc(Cl)c2)CC1=O (centres undefined)

Some of the entries above in another layout.
Each structure is followed by: AMPAR-TARP mod glutamate slope, AMPAR-TARP mod, AMPAR-TARP mod agonism max-min
- CC1Cc2cc(-c3cc(CC(=O)NC4CCCC4)no3)ccc2O1 (centres undefined)
  64*, +, 0.036*
- NC(=O)c1ccccc1NC(=O)Cc1cc(-c2ccc3c(c2)OCO3)on1
  30, i, 0.061

An excerpt of these results, tab-delimited.
structure	AMPAR-TARP mod glutamate slope	AMPAR-TARP mod	AMPAR-TARP mod agonism max-min
Cc1ccccc1-c1ccc(=O)n(CC(=O)Nc2ccc3c(c2)OCCO3)n1	110	i	0.11
COc1ccc([N+](=O)[O-])cc1NC(=O)CCCS(=O)(=O)c1ccc(C)cc1	50	i	0.088
O=C(c1ccc(S(=O)(=O)N2CCCCC2)cc1)N1CCN(c2ccccc2)CC1	62	i	0.095
CSCCC(C)(O)CNC(=O)c1ccc2c(c1)OCO2 (centres undefined)	58	i	0.069
Brc1ccc(Cn2c(CN3CCCC3)nc3ccccc32)cc1	51	i	0.072
Cc1nn(C2CCS(=O)(=O)C2)c2nc(-c3ccccc3)cc(C(=O)NCc3ccccc3)c12 (centres undefined)	55	i	0.093

Additional results.
AMPAR-TARP mod glutamate slope,AMPAR-TARP mod,AMPAR-TARP mod agonism max-min,SMILES
60,i,0.071,Cc1cccc2sc(N(CCN3CCOCC3)C(=O)C3CCCCC3)nc12
68,i,0.084,Cc1cc(C)n(-c2ccc(N3CCCC(C(=O)Nc4cccc(Cl)c4Cl)C3)nn2)n1 (centres undefined)
53,i,0.066,Cc1nc(-c2cccc(NC(=O)C3CN(C(=O)c4cnccn4)C3)c2)cs1
45,i,0.064,CCOc1ccc(C)cc1S(=O)(=O)NCC(c1cccn1C)N1CCCC1 (centres undefined)
58,i,0.083,CCCCOc1ccc(C(=O)N2CCC3(CC2)C(=O)N(C)C(=O)N3C)cc1
54,i,0.08,Cc1cc(C)n(CCNC(=O)C2CN(C(=O)c3cc(C)on3)C2)n1
50,i,0.1,COc1ccc(NC(=O)c2cc(-c3ccc(Cl)cc3)oc2C)cc1
55,i,0.059,COCCCn1c(NC(=O)Nc2ccccc2)c2ccccc2nc1=O
46,i,0.037,Cc1ccc(-c2csc(NC(=O)c3cccc(S(=O)(=O)C(C)C)c3)n2)cc1
72,i,0.086,COc1ccc(-c2ccc(=O)n(CCCNS(=O)(=O)c3ccc(Cl)s3)n2)cc1
57,i,0.13,CC(=O)Nc1cccc(NC(=O)CSc2nc(=O)n(N3CCN(C)CC3)c3c2CCCC3)c1
19,i,0.033,Cc1nc(-c2ccccc2)sc1C(=O)Nc1ccc(-c2ccc(=O)n(C)n2)cc1
16,i,0.023,COc1ccc(NC(=O)CN2CCN(c3nccn3-c3ccc(C)cc3)CC2)cc1OC
37,i,0.072,CCOC(=O)Cn1c(=O)c2c(nc3n(-c4ccccc4C)c(C)cn23)n(C)c1=O
56,i,0.075,O=C(NCc1ccsc1)c1ccc(Br)o1
61,i,0.085,CCn1cc(C(=O)N2CCC(c3nnc(-c4ccco4)s3)CC2)c(=O)c2ccc(C)nc21
50,i,0.054,O=C(C1CC(=O)N(C2CCCC2)C1)N1CCN(c2ccc(F)cc2)CC1 (centres undefined)
75,i,0.11,COC(=O)c1ccc(OCC(O)CN2CC(C)OC(C)C2)cc1 (centres undefined)
49,i,0.098,Cn1c(=O)c(C(=O)NC(c2ccccc2)c2ccccc2)cc2cccnc21
40*,+,0.1*,CC(C)(C)n1ncc2c(=O)n(NC(=O)c3cc(Br)ccc3Cl)cnc21

One compound at a time, from the list above. Screens in order: AMPAR-TARP mod glutamate slope, AMPAR-TARP mod, AMPAR-TARP mod agonism max-min
COc1ccc(NC(=O)CN2CCN(c3nccn3-c3ccc(C)cc3)CC2)cc1OC as listed: 16, i, 0.023
CCOC(=O)Cn1c(=O)c2c(nc3n(-c4ccccc4C)c(C)cn23)n(C)c1=O as listed: 37, i, 0.072
COC(=O)c1ccc(OCC(O)CN2CC(C)OC(C)C2)cc1 (centres undefined) as listed: 75, i, 0.11

Remaining list, next part.
AMPAR-TARP mod glutamate slope,AMPAR-TARP mod,AMPAR-TARP mod agonism max-min,SMILES
60,i,0.087,Cc1cc(C(=O)N2CCOCC2)nn1CC(=O)N1CCc2ccccc2C1
61,i,0.056,CN(C1CCCC1)S(=O)(=O)c1ccc(C(=O)Nc2nc(-c3nc4ccccc4s3)cs2)cc1
56,i,0.065,COCCOC(=O)C1=C(C)NC(=O)NC1c1ccc2c(c1)OCO2 (centres undefined)
59,i,0.11,C#CC1(OCC(O)CN2CCN(c3cccc(C(F)(F)F)c3)CC2)CCCCC1 (centres undefined)
71,i,0.12,Cc1ccccc1-c1ccc(N2CCC(C(=O)N3CCc4ccccc4C3)CC2)nn1
63,i,0.13,N#C/C(=C\C=C\c1ccccc1)c1nc2ccccc2s1
35,i,0.057,O=S(=O)(CCc1ccccc1)N1CCN(c2ccc3nncn3n2)CC1
47,i,0.11,COc1cc2nc(NC(=O)c3ccc(S(=O)(=O)N(C)C4CCCC4)cc3)sc2cc1OC
72,i,0.15,COC(=O)c1ccc2occ(-c3oc4ccc(C(=O)OC)cc4c3OC(C)=O)c2c1
46,i,0.084,Cc1ccc(-c2nnc(NC(=O)c3cc(Cl)sc3Cl)o2)cc1C
53,i,0.067,COc1cc(CNC(=O)C2CN(C(=O)c3c[nH]c4ccccc34)C2)cc(OC)c1OC
60,i,0.15,O=C(NCCc1ccccc1)N1CCN(Cc2nc(-c3cccs3)cs2)CC1
63,i,0.076,Cc1nnc(C2CCN(CC(=O)Nc3cccc(Cl)c3Cl)CC2)s1
57,i,0.14,COC(=O)C1CCN(C(=O)c2cc3c(=O)n(C)c(=O)n(C)c3s2)CC1
53&86,i,0.077&0.034,COc1ccccc1OCCN1C(=O)C(O)(CC(C)=O)c2ccccc21 (centres undefined)
33,i,0.08,CCCOc1ccc(/C=C/C(=O)Nc2ccc(OC)c(Cl)c2)cc1
57*,+,0.13*,CCOc1ccc(S(=O)(=O)NCCOc2ccc(-c3ccccc3)nn2)cc1
52,i,0.13,COC1CCN(S(=O)(=O)c2cc(F)cc(F)c2)CC1
50,i,0.079,COC(=O)Cn1c(=NC(=O)c2ccnn2C)sc2cc(SC)ccc21
54,i,0.076,CN(C)C(CNC(=O)COc1ccc(Cl)cc1)c1cccs1 (centres undefined)
58,i,0.095,O=C(CCc1csc(NC(=O)c2ccc(Cl)cc2)n1)NCc1cccs1

From PubChem

Only part of the results is shown, so the mix of outcomes need not match the whole.
